# Screens deposited in PubChem BioAssay by The Scripps Research Institute Molecular Screening Center.
# PAD4 inh: inhibitors of human PAD4. recombinant PAD4, RCA probe fluorescence polarization. inhibition, % at 6.36 µM. 330,000 tested, 0.41% active. AID 485272;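 active = percent inhibition above a cutoff equal to the mean of all tested compounds plus 3 SD, cut at about 15% in these data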;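 note: 0% = PAD4 with RCA probe and DMSO and 100% = probe without PAD4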
# LYPLA1 inh: blocks human lysophospholipase 1, a PME1 counter-screen. O75608. recombinant LYPLA1, FP-Rh probe fluorescence polarization. inhibition, % at 5.9 µM. 320,000 tested, 0.16% active;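 active = inhibition above the mean of all tested compounds plus 3 SD, set per campaign, cut at about 14% in these data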;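 note: inhibitors block serine hydrolase probe labeling of LYPLA1 so polarization falls; 0% = enzyme with DMSO and 100% = wells lacking LYPLA1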
# LYPLA2 inh: LYPLA2 (human) inhibition in PME1 counter-screen; AID 2177; inhibition, % at 5.9 µM; 320,000 tested, 0.38% active; recombinant LYPLA2, FP-Rh probe fluorescence polarization; O95372;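 active = inhibition above the screen-wide mean plus 3 SD, limit set per campaign, cut at about 26% in these data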;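 note: 0% = LYPLA2 with DMSO and 100% = wells lacking LYPLA2 enzyme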
# pPAFAH inh: pPAFAH (human) enzyme inhibition; Q13093; recombinant pPAFAH, FP-rhodamine probe fluorescence polarization; inhibition, % at 3.39 µM; 330,000 tested, 1.5% active; AID 463082;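 active = inhibition above the mean inhibition across the screen plus 3 SD, cut at about 25% in these data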;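 note: inhibitors block binding of the rhodamine activity-based probe so polarization drops; 0% = enzyme with DMSO and 100% = wells lacking pPAFAH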
# PAFAH1B2 FP inh: blocks human PAF acetylhydrolase 1b catalytic subunit 2; inhibition, % at 3.39 µM; AID 492953; P68402; 340,000 tested, 1.2% active; recombinant PAFAH1B2, FP-rhodamine activity probe, fluorescence polarization;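 active = inhibition above the mean of all tested compounds plus 3 SD, cut at about 24% in these data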;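 note: 0% = enzyme with DMSO and 100% = wells lacking PAFAH1B2; many of its hits are not listed in these tables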
# PME-1 inh: blocks human protein phosphatase methylesterase 1; Q9Y570; recombinant PME-1, FP-Rh probe fluorescence polarization; inhibition, % at 5.9 µM; 320,000 tested, 0.53% active; AID 2130;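 active = inhibition above the campaign mean of all compounds plus 3 SD, cut at about 26% in these data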;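 note: competitive labeling of PME-1 active site by serine hydrolase directed probe; 0% = PME-1 with DMSO and 100% = wells lacking PME-1 enzyme; inhibitors block probe labeling so polarization falls and inhibition rises; many of its hits are not listed in these tables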
# PREPL inh: inhibitors of human prolyl oligopeptidase-like enzyme PREPL; Q4J6C6; recombinant PREPL, fluorescence polarization activity-based probe; inhibition, % at 5.96 µM; 320,000 tested, 0.68% active; AID 2751; in the data active = inhibition above about 43%;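 note: 0% = enzyme with DMSO and 100% = wells lacking enzyme; many of its hits are not listed in these tables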
# Target sequence (Q4J6C6 whole entry, looked up): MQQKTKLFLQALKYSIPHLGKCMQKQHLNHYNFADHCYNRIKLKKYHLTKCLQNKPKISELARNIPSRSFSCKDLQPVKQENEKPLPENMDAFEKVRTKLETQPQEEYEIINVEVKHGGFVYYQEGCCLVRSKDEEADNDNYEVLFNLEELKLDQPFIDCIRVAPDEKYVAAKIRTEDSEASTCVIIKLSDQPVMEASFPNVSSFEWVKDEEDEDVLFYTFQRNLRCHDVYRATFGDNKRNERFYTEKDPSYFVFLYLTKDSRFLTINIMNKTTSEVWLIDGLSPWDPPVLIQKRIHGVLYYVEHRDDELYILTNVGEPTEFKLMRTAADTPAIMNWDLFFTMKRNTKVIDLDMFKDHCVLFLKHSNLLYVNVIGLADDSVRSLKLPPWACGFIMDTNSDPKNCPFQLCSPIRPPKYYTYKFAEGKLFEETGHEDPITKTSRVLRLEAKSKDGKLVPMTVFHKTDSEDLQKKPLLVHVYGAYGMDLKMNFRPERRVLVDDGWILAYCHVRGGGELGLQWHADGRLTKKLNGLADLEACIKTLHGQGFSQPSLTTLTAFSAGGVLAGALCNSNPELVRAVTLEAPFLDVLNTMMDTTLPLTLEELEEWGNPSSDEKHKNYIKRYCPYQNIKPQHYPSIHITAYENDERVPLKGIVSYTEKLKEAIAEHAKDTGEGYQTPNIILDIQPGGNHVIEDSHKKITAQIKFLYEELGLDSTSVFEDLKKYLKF
# GSTO1 counter: counter-screen for RBBP9 inhibitors: inhibitors of human GSTO1. P78417. recombinant GSTO1, activity-based probe fluorescence polarization. inhibition, % at 5.96 µM. 300,000 tested, 1.1% active. AID 1974;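 active = inhibition above the campaign mean inhibition plus 3 SD, cut at about 35% in these data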;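 note: 0% = GSTO1-1 with DMSO and 100% = wells lacking GSTO1-1 enzyme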
# Target sequence (P78417 whole entry, looked up): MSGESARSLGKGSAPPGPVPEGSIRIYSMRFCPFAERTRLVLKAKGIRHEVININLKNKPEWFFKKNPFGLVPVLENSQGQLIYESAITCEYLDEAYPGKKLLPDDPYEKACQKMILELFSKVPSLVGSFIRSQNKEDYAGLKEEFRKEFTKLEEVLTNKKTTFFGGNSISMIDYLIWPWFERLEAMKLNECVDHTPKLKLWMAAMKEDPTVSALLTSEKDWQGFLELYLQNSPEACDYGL
# PAFAH1B3 FP inh: PAFAH1B3 (human) inhibition; Q15102; recombinant PAFAH1B3, FP-rhodamine probe, fluorescence polarization; inhibition, % at 3.39 µM; 340,000 tested, 0.28% active; AID 492972;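 active = inhibition above the screen-wide average of all tested compounds plus 3 SD, cut at about 25% in these data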;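 note: 0% = enzyme with DMSO only and 100% = wells lacking PAFAH1B3 protein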
# Starred values were filed as active, the others as inactive; nt = no result given.
1. COCCNC(=O)c1ccc(-n2c(SCc3ccncc3)nc3ccccc3c2=O)cc1
2. Cc1ccc(S(=O)(=O)NCC(=O)OCC(=O)N2C(C)CCCC2C)cc1 (configuration not stated)
3. O=C(COC(=O)c1ccc(C(F)(F)F)cc1)Nc1cccc(S(=O)(=O)N2CCCCC2)c1
4. COC(=O)c1cccc(NC(=O)C2C3CCC(C3)C2C(=O)O)c1 (configuration not stated)
5. Cc1c(C(C)NC(=O)c2ccc3nc(Cc4ccccc4F)oc3c2)cnn1C (configuration not stated)
6. Cc1cc2ccccn2c1C(=O)c1ccc([N+](=O)[O-])o1
7. O=C(N/N=C/c1ccncc1)c1cccc(NC(=O)c2ccccc2Cl)c1
8. CCCN1C(=O)/C(=C/c2ccc(C)o2)SC1=Nc1ccc(OC)cc1

screen / no.	1	2	3	4	5	6	7	8
PAD4 inh	-4	-2	-7	-2	-4	-1	-4	2
LYPLA1 inh	-1	nt	-31	2	3	3	-4	-2
LYPLA2 inh	-2	nt	-62	6	9	9	1	6
pPAFAH inh	5	7	15	5	5	8	1	3
PAFAH1B2 FP inh	2	4	-8	-5	5	0	0	0
PME-1 inh	12	nt	-46	3	-2	17	-6	-16
PREPL inh	8	19	10	6	5	4	-14	-8
GSTO1 counter	-4	nt	nt	11	-3	86*	-1	6
PAFAH1B3 FP inh	14	5	-2	3	9	13	7	2

9. CCOC(=O)CSc1ccc2nnc(-c3cccnc3)n2n1
10. CCCN(CC(=O)Nc1ccc(Cl)cc1Cl)Cc1cc(=O)n2ccsc2n1
11. O=C1[C@H](Oc2ccccc2)[C@@H](c2ccccc2)N1c1ccncc1
12. O=C(Nc1ccc(Cl)c(-c2nc3ccccc3[nH]2)c1)c1ccc2c(c1)OCO2
13. COc1cc(/C=N/Nc2nc(Nc3ccccc3)nc(N3CCCCC3)n2)ccc1OCC(=O)O
14. CC(C)(C)C(=O)Nc1ccc(C(=O)OC2CCCCC2)cc1
15. O=C(/C=C/c1cccc([N+](=O)[O-])c1)NCC1CCCO1 (configuration not stated)
16. CC(C)c1ccc(S(=O)(=O)N2CCN(CC(O)CN3CCOCC3)CC2)cc1 (configuration not stated)

screen / no.	9	10	11	12	13	14	15	16
PAD4 inh	-3	0	11	-3	-6	1	-6	0
LYPLA1 inh	1	1	nt	-28	7	0	-5	4
LYPLA2 inh	-1	2	nt	-51	-2	0	-6	4
pPAFAH inh	-4	2	9	-11	17	19	5	1
PAFAH1B2 FP inh	1	2	2	-15	-1	3	1	9
PME-1 inh	-3	9	nt	-48	3	-1	3	-4
PREPL inh	22	-8	nt	-13	14	4	12	-4
GSTO1 counter	-3	6	nt	-23	-8	-3	-4	nt
PAFAH1B3 FP inh	-2	3	5	-25	1	2	-3	5

17. CC(C)CC(NC(=O)C1CCCN1C(=O)[C@@H](C)NC(=O)OCc1ccccc1)C(=O)NCC(N)=O (some centres not stated)
18. Cc1sc(NC(=O)c2ccco2)c(CN2CCC(C)CC2)c1C
19. CCSCCOC(=O)C1=C(C)N(C)C(=O)NC1c1cc(OC)ccc1OC (configuration not stated)
20. FC(F)(F)c1cccc(NC(=S)N2CCN(c3ccccc3)CC2)c1
21. CCCCN(C)C(=O)C1CCCN(S(=O)(=O)c2ccc3c(c2)oc(=O)n3C)C1 (configuration not stated)
22. O=C(CSC1=NCCS1)Nc1nc2ccccc2s1
23. CC1CCN(S(=O)(=O)c2ccc3c(c2)c(=O)c(C(=O)NCc2ccco2)cn3C)CC1
24. COCCNc1oc(-c2ccccc2Cl)nc1S(=O)(=O)c1ccc(C)cc1

screen / no.	17	18	19	20	21	22	23	24
PAD4 inh	3	3	-3	3	2	17*	-1	-3
LYPLA1 inh	-5	7	1	3	2	3	-7	nt
LYPLA2 inh	-3	2	0	0	6	5	-1	nt
pPAFAH inh	1	0	4	5	-1	5	6	-1
PAFAH1B2 FP inh	0	5	0	1	1	1	4	1
PME-1 inh	0	0	4	6	-4	2	2	nt
PREPL inh	-1	9	6	-4	9	-7	3	13
GSTO1 counter	5	3	4	3	3	-1	-9	nt
PAFAH1B3 FP inh	0	2	5	-1	0	-3	5	1

25. O=C(Nc1ccc(S(=O)(=O)N2CCCC2)cc1)C1CC(=O)N(c2ccc(F)cc2)C1 (configuration not stated)
26. Cc1cccc(Nc2c(-c3ccc(O)cc3)nc3ncccn23)c1
27. CC(C)=CCN1CCN(Cc2cn[nH]c2C2CCCCC2)CC1CCO (configuration not stated)
28. C/C=C\C(=O)Nc1cccc(C2=NOC3(C2)C[C@@H](C(N)=O)N(C(=O)C2(C)CC2)C3)c1 (some centres not stated)
29. COc1ccc(CNC(=O)C(c2ccncc2)N(C(=O)Cc2cccs2)c2ccccc2C)cc1 (configuration not stated)
30. COc1cccc(-c2sc3ccc(OC)cc3c2-c2ccc(C(N)=O)cc2)c1
31. O=S(=O)(NCc1csc(-c2ccccc2)n1)c1ccc(Cl)s1
32. NS(=O)(=O)CCCc1ccccc1

screen / no.	25	26	27	28	29	30	31	32
PAD4 inh	3	-4	0	-5	0	-3	-5	0
LYPLA1 inh	0	2	2	4	-4	-2	-2	0
LYPLA2 inh	1	-5	2	-2	-8	2	-2	-4
pPAFAH inh	0	4	6	-2	-13	-3	19	-1
PAFAH1B2 FP inh	8	1	nt	1	3	3	6	-1
PME-1 inh	-7	3	-3	2	-1	-2	-4	-3
PREPL inh	12	-9	12	18	10	14	-48	13
GSTO1 counter	2	4	-7	-7	-4	nt	25	-2
PAFAH1B3 FP inh	8	14	nt	-1	3	-4	2	2

33. CCOc1ccc(CCNC(=O)C2CCN(S(=O)(=O)N3CCC(C)CC3)CC2)cc1OCC
34. CN(C)C=NCCn1c(N2CCOCC2)nc2c1c(=O)n(C)c(=O)n2C
35. COC(=O)c1ccc(S(=O)(=O)N2CCC(O)CC2)n1C
36. CCOC(=O)/C(C#N)=C\C1=C(N2CCOCC2)CC(C)(C)OC1
37. C=CCOc1ccccc1CNc1cccc(F)c1
38. Nc1ccc(CCS(N)(=O)=O)cc1
39. Cc1cccc(C)c1NC(=O)CN(C)C(=O)c1ccc(COc2ccccc2)cc1
40. Cn1c(SCC(=O)NC2CCCCC2)nnc1-c1ccncc1

screen / no.	33	34	35	36	37	38	39	40
PAD4 inh	-2	-1	3	-1	2	0	-2	0
LYPLA1 inh	-2	0	1	0	0	2	-3	-7
LYPLA2 inh	3	-4	-1	0	-6	6	-3	-13
pPAFAH inh	0	0	-2	-2	-2	2	8	-3
PAFAH1B2 FP inh	0	-3	3	5	7	0	7	6
PME-1 inh	0	-4	-1	-7	2	1	1	-1
PREPL inh	2	21	-3	0	4	0	-6	12
GSTO1 counter	2	2	6	-3	-3	2	-4	11
PAFAH1B3 FP inh	3	6	-5	1	7	2	1	-1

41. O=C(CCN1C(=O)/C(=C/c2ccccc2Cl)SC1=S)NN1CCOCC1
42. S=c1[nH]nc(-c2ccco2)n1/N=C/c1c(Cl)cccc1Cl
43. O=C(O)c1cccc2c1/C(=N/O)c1ccccc1-2
44. CCOc1ccc(C(=O)Cc2ccc3oc(C(=O)O)cc3c2)c(O)c1
45. O=C(Nc1c(F)cc(F)cc1Br)c1cc(S(=O)(=O)N2CCN(c3ccccn3)CC2)ccc1F
46. O=C(NN=C1CCN(Cc2ccccc2)CC1)c1cccc(S(=O)(=O)Nc2ccccc2Cl)c1
47. COc1ccccc1NC(=O)Nc1nc(CC(=O)Nc2ccc(F)c(F)c2)cs1
48. Cc1ccc(C(=O)NCC(=O)OCC(=O)c2ccc(Cl)s2)cc1

screen / no.	41	42	43	44	45	46	47	48
PAD4 inh	-10	2	8	-3	-5	-7	-6	1
LYPLA1 inh	-1	1	-2	-3	-2	-3	-28	0
LYPLA2 inh	-5	6	-1	7	2	-2	-32	4
pPAFAH inh	-5	6	0	2	-3	17	-5	7
PAFAH1B2 FP inh	4	19	0	3	4	0	-5	3
PME-1 inh	0	2	-4	0	2	-3	-23	-5
PREPL inh	16	0	8	2	-18	18	21	-1
GSTO1 counter	7	2	7	-2	-18	9	-8	-4
PAFAH1B3 FP inh	-2	15	6	5	2	2	0	4

49. COc1ccc(C2CC(=O)N3CN(c4ccc(C)c(Cl)c4)CSC3=C2C#N)cc1OC (configuration not stated)
50. OC1(c2ccccc2)c2ccccc2-c2ncccc21 (configuration not stated)
51. COCc1cnc(C)nc1N
52. O=C(Cc1ccc(Cl)cc1)NCCS(=O)(=O)N1CCN(c2ccccc2)CC1
53. O=C(Nc1ccnn1C1CCN(Cc2ccc3nonc3c2)CC1)c1cccc(F)c1
54. COc1cccc(CN(C)CC(=O)Nc2sc3c(c2C#N)CCC3)c1OC
55. c1coc(C2=NCCc3ccccc32)c1
56. COc1ccc(OC)c(S(=O)(=O)N2CCC(C(=O)N3CCCCCC3)CC2)c1

screen / no.	49	50	51	52	53	54	55	56
PAD4 inh	-2	-1	-3	3	1	-3	-4	-11
LYPLA1 inh	1	-1	0	1	-2	3	1	-2
LYPLA2 inh	1	-2	3	4	5	-1	7	-4
pPAFAH inh	-1	4	6	-3	1	10	0	-1
PAFAH1B2 FP inh	6	-3	10	-1	1	4	1	0
PME-1 inh	-4	4	-5	-2	2	8	-5	-3
PREPL inh	0	-5	-7	-8	1	1	2	8
GSTO1 counter	6	0	0	-5	-5	3	6	8
PAFAH1B3 FP inh	5	5	4	1	8	6	11	5

# Given with values under each structure: 5 of the compounds above.
# Every second line gives: PAD4 inh	LYPLA1 inh	LYPLA2 inh	pPAFAH inh	PAFAH1B2 FP inh	PME-1 inh	PREPL inh	GSTO1 counter	PAFAH1B3 FP inh
52: O=C(Cc1ccc(Cl)cc1)NCCS(=O)(=O)N1CCN(c2ccccc2)CC1
    3	1	4	-3	-1	-2	-8	-5	1
49: COc1ccc(C2CC(=O)N3CN(c4ccc(C)c(Cl)c4)CSC3=C2C#N)cc1OC (configuration not stated)
    -2	1	1	-1	6	-4	0	6	5
56: COc1ccc(OC)c(S(=O)(=O)N2CCC(C(=O)N3CCCCCC3)CC2)c1
    -11	-2	-4	-1	0	-3	8	8	5
51: COCc1cnc(C)nc1N
    -3	0	3	6	10	-5	-7	0	4
53: O=C(Nc1ccnn1C1CCN(Cc2ccc3nonc3c2)CC1)c1cccc(F)c1
    1	-2	5	1	1	2	1	-5	8

# (cont.)
57. CCN(CC)CCn1cnc2c([nH]c3cccc(OC)c32)c1=O
58. COC(=O)c1cccc(NC(=O)CN2CCOCC2)c1
59. O=C(CCC(=O)N(CC(=O)NC1CCCCC1)Cc1ccccc1)Nc1nccs1
60. COc1ccc(-n2ccnc2SCC(=O)Nc2ccc(OC)cc2OC)cc1
61. O=C(COC(=O)[C@@H]1CC(O)CN1S(=O)(=O)c1ccc2c(c1)OCCO2)NCc1ccc(F)cc1 (some centres not stated)
62. O=C(CSc1ncnc2scc(-c3ccccc3)c12)NCc1ccc2c(c1)OCO2
63. COc1cccc(/C=C/C(=C2/C(=O)N(c3ccccc3)N=C2C)c2ccccc2)c1OC
64. CN1CCCN(C(=O)CNC(=O)c2ccc(Cl)cc2Cl)CC1

screen / no.	57	58	59	60	61	62	63	64
PAD4 inh	1	-3	-1	1	-4	-1	1	-1
LYPLA1 inh	0	-3	-4	-3	5	-4	-4	nt
LYPLA2 inh	-3	2	-7	0	15	2	-8	nt
pPAFAH inh	1	1	1	7	7	9	4	4
PAFAH1B2 FP inh	0	-3	4	2	2	-3	6	-3
PME-1 inh	-6	-2	3	-5	-7	6	-2	nt
PREPL inh	6	2	-3	1	12	-1	2	20
GSTO1 counter	9	0	-2	-10	9	-3	8	nt
PAFAH1B3 FP inh	7	1	-3	8	6	9	4	4

# The list is partial (hit frequency here may not be typical).
